AHR act: activators of human aryl hydrocarbon receptor; AHR-responsive luciferase reporter cells, luminescence; activation, % at 5 µM; actives 2.5% (n = 320,000); AID 2796; in the data active means activation above about 47%;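 further: 0% = vehicle wells and 100% = reference agonist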
core dimer inh: HCV core protein dimerization inhibition; TR-FRET GST/Flag-core106 dimerization, 1536-well; inhibition, % at 5 µM; actives 0.33% (n = 300,000); AID 1899;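 active means inhibition above the mean of all tested compounds plus 3 SD, set per screening campaign, cut at about 45% in these data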
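Material: Tagged HCV core106 pair (GST and Flag) | Amount: GST-core106 13.5 nM, Flag-core106 17 nM | Medium: KF-containing HEPES buffer, pH 7.45, DTT, CHAPS, BSA | Reagent: Eu donor and XL665 acceptor anti-tag antibodies | Schedule: 4 h at 22.5 °C | Technique: Time-resolved FRET, ex 340 nm, em 617 and 671 nm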
TPT1 inhibitor: C. albicans TPT1 enzyme inhibition. recombinant caTPT1, FP RNA substrate dephosphorylation. inhibition, % at 5 µM. actives 0.81% (n = 300,000). AID 1962;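 active means inhibition above the mean of all tested compounds plus 3 SD, set per screening campaign, cut at about 24% in these data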;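 further: plate controls were DMSO alone for no effect and ferristatin control at 100 nM for full effect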
CTSL1 counter: blocks F. hepatica cathepsin L1 in PFM18AAP counter-screen | recombinant F. hepatica cathepsin L1, Z-Leu-Arg-MCA fluorescence | inhibition, % at 5.96 µM | actives 0.49% (n = 300,000) | AID 1906;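 active means inhibition above the mean of all tested compounds plus 3 SD, set per screening campaign, cut at about 17% in these data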;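 further: 0% = plate median of test compound wells and 100% = 1 µM Z-Phe-Ala-diazomethylketone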
PAFAH2 FP inh: PAFAH2 (human) inhibition; inhibition, % at 3.39 µM; Q99487; actives 0.99% (n = 340,000); recombinant PAFAH2, FP-rhodamine activity probe, fluorescence polarization; AID 492956;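 active means inhibition above the mean over all tested compounds plus 3 SD, cut at about 30% in these data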;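 further: inhibitors block probe labeling of enzyme so polarization drops; 0% = enzyme with DMSO and 100% = wells lacking PAFAH2 protein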
procasp7 counter: activates human procaspase-7, counter-screen for procaspase-3 activators; recombinant procaspase-7, Ac-DEVD-pNA absorbance 405 nm; D23A/D198A/D206A triple mutant, cannot self-cleave; scale: DMSO 0, 5 µM enzyme 100; activation, % at 8.5 µM; actives 0.093% (n = 330,000);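 active means percent activation above the screen-wide mean plus 3 SD, cut at about 25% in these data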
Target sequence (P55210 whole entry D23A/D198A/D206A): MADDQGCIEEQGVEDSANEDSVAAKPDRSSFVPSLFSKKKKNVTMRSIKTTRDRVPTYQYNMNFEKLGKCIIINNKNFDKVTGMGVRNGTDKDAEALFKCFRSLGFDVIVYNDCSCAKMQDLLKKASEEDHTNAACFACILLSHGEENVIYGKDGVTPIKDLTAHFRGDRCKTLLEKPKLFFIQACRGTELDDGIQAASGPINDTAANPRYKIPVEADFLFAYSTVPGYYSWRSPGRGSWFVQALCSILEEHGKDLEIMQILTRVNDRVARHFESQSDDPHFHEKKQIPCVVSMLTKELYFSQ
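signal = Epi-absorbance of released pNA at 405 nm, two timepoints | assay system = Uncleavable procaspase-7 mutant enzyme | reagent = Ac-DEVD-pNA substrate, 400 µM as added | times = 1 h enzyme–compound preincubation and 2 h substrate reaction, both 25 °C | benchmarks = low DMSO alone, high DMSO plus 5 µM PC-7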
PP5 inh: blocks human protein phosphatase 5 activity; P53041; purified PP5c, OMFP substrate fluorescence; inhibition, % at 6.7 µM; actives 0.18% (n = 320,000); AID 1987;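 active means inhibition above the campaign's mean inhibition across all tested compounds plus 3 SD, cut at about 9.5% in these data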;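 further: 0% = DMSO only and 100% = 100 µM cantharidin control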
PP1 counter: blocks human PP1-alpha phosphatase, a PP5 counter-screen. P62136. purified PP1alpha, OMFP fluorescence. inhibition, % at 6.7 µM. actives 0.9% (n = 320,000). AID 2235;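 active means inhibition above the mean inhibition of all tested compounds plus 3 SD, computed separately for each screening campaign, cut at about 15% in these data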
Target sequence (P62136 whole entry, looked up): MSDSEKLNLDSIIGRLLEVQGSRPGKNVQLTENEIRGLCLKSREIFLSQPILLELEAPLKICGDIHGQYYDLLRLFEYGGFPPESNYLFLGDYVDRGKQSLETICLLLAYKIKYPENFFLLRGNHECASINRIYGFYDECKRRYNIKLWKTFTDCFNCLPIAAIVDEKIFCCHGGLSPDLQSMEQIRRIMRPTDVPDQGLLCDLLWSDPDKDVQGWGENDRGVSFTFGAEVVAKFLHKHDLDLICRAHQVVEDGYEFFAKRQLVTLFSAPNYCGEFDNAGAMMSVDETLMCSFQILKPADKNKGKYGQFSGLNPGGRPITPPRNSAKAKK
proCasp3 act: activators of human procaspase-3; P42574; recombinant procaspase-3 D3A, Ac-DEVD-pNA absorbance 405 nm; activation, % at 8.5 µM; actives 0.11% (n = 330,000); AID 463141;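 active means activation above the mean of all tested compounds plus 3 SD, cut at about 21% in these data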;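 further: 0% = DMSO alone and 100% = DMSO wells spiked with extra 5 µM PC-3 D3A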
Target sequence (P42574 whole entry D9A/D28A/D175A): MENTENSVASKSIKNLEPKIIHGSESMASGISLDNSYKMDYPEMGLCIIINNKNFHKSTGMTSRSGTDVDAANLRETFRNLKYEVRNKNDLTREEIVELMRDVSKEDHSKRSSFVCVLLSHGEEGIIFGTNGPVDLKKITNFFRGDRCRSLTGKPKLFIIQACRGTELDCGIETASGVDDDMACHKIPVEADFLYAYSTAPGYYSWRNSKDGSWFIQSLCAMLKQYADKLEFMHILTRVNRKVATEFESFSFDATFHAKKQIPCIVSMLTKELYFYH
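Compound: 8.5 µM single point, 0.8% DMSO / Material: Autoprocessing-dead procaspase-3 D3A mutant enzyme / Timing: 1 h preincubation plus 2 h reaction at 25 °C / Medium: Zinc-free HEPES/NaCl buffer with 0.01% Triton X-100 at pH 7.4 / Technique: 405 nm absorbance of p-nitroaniline, reads at 0 and 120 min / Repeats: one well per compound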
* marks the source's active call; other numbers are inactive results.

How did N#Cc1c2ccccc2nc2ccccc12 do in these assays?
AHR act: 6; core dimer inh: -7; TPT1 inhibitor: -1; CTSL1 counter: 3; PAFAH2 FP inh: -2; procasp7 counter: 8; PP5 inh: 4.1; PP1 counter: 0; proCasp3 act: 5

How did C=C1CCC2[C@](C)(CO)[C@H](O)CC[C@@]2(C)[C@@H]1/C=C/C1=CCOC1=O (stereo not given in full) do in these assays?
AHR act: 1; core dimer inh: 1; TPT1 inhibitor: -5; CTSL1 counter: -1; PAFAH2 FP inh: 11; procasp7 counter: 0; PP5 inh: 1.3; PP1 counter: -5; proCasp3 act: 4

How did CC(C)c1ccc(NC(=O)C(c2ccccc2)N2CCOCC2)cc1 (stereo not given) do in these assays?
AHR act: 1; core dimer inh: 17; TPT1 inhibitor: -3; CTSL1 counter: 1; PAFAH2 FP inh: -8; procasp7 counter: 3; PP5 inh: -1.3; PP1 counter: -4; proCasp3 act: -1

How did CC(C)(C)NC(=O)NC(=O)CN1CCCc2ccccc21 do in these assays?
AHR act: 10; core dimer inh: -3; TPT1 inhibitor: 18; CTSL1 counter: 1; PAFAH2 FP inh: -7; procasp7 counter: 13; PP5 inh: 0.3; PP1 counter: -3; proCasp3 act: -4

What do the screens show for `CC(=O)Nc1ccc(S(=O)(=O)NCCC(=O)N2CCCCC2)cc1`?
AHR act: 3; core dimer inh: -1; TPT1 inhibitor: -2; CTSL1 counter: -5; PAFAH2 FP inh: 4; procasp7 counter: 2; PP5 inh: -1.3; PP1 counter: -5; proCasp3 act: -4

Results for Cc1ccc(-n2cnnn2)cc1Cl ?
AHR act: 5; core dimer inh: -1; TPT1 inhibitor: -1; CTSL1 counter: -2; PAFAH2 FP inh: -4; procasp7 counter: -8; PP5 inh: -1.0; PP1 counter: -6; proCasp3 act: 2

What do the screens show for `CC1CCCN(CCCOc2ccc([N+](=O)[O-])cc2)C1` (stereo not given)?
AHR act: 1; core dimer inh: -7; TPT1 inhibitor: -2; CTSL1 counter: -1; PAFAH2 FP inh: -3; procasp7 counter: -3; PP5 inh: 1.9; PP1 counter: -2; proCasp3 act: -5

What do the screens show for `CS(=O)(=O)N1CCN(C(=O)Cc2ccc([N+](=O)[O-])cc2)CC1`?
AHR act: 5; core dimer inh: 13; TPT1 inhibitor: 5; CTSL1 counter: 2; PAFAH2 FP inh: -2; procasp7 counter: 8; PP5 inh: 1.4; PP1 counter: -5; proCasp3 act: 6

What do the screens show for `COc1ccc(C(=O)N2CCCC(CCC(=O)NCc3ccccc3F)C2)c(OC)n1` (stereo not given)?
AHR act: 4; core dimer inh: 2; TPT1 inhibitor: -1; CTSL1 counter: -1; PAFAH2 FP inh: -6; procasp7 counter: 4; PP5 inh: 1.3; PP1 counter: -2; proCasp3 act: 3

Results for CCOc1c(Cl)cc(C2NC(=O)NC(C)=C2C(=O)NCc2ccccc2)cc1OC (stereo not given) ?
AHR act: -1; core dimer inh: -1; TPT1 inhibitor: 3; CTSL1 counter: 2; PAFAH2 FP inh: -9; procasp7 counter: -2; PP5 inh: 0.3; PP1 counter: 1; proCasp3 act: 1

Results for COc1ccc(S(=O)(=O)N2CCOCC2)cc1NC(=O)CSc1nnc2c(n1)[nH]c1ccccc12 ?
AHR act: 2; core dimer inh: 1; TPT1 inhibitor: -7; CTSL1 counter: 2; PAFAH2 FP inh: -5; procasp7 counter: 11; PP5 inh: 1.1; PP1 counter: 4; proCasp3 act: 11

How did Cc1c(C)c2ccc(OCC(=O)N3CCC[C@@H]3C(=O)O)c(C)c2oc1=O do in these assays?
AHR act: 0; core dimer inh: -1; TPT1 inhibitor: 2; CTSL1 counter: 2; PAFAH2 FP inh: -4; procasp7 counter: 9; PP5 inh: 5.3; PP1 counter: -2; proCasp3 act: 9

Entries shown so far that have a halogen, in the order listed:
Results for Cc1ccc(-n2cnnn2)cc1Cl ?
AHR act: 5; core dimer inh: -1; TPT1 inhibitor: -1; CTSL1 counter: -2; PAFAH2 FP inh: -4; procasp7 counter: -8; PP5 inh: -1.0; PP1 counter: -6; proCasp3 act: 2

What do the screens show for `COc1ccc(C(=O)N2CCCC(CCC(=O)NCc3ccccc3F)C2)c(OC)n1` (stereo not given)?
AHR act: 4; core dimer inh: 2; TPT1 inhibitor: -1; CTSL1 counter: -1; PAFAH2 FP inh: -6; procasp7 counter: 4; PP5 inh: 1.3; PP1 counter: -2; proCasp3 act: 3

Results for CCOc1c(Cl)cc(C2NC(=O)NC(C)=C2C(=O)NCc2ccccc2)cc1OC (stereo not given) ?
AHR act: -1; core dimer inh: -1; TPT1 inhibitor: 3; CTSL1 counter: 2; PAFAH2 FP inh: -9; procasp7 counter: -2; PP5 inh: 0.3; PP1 counter: 1; proCasp3 act: 1

Further results:
Results for COc1ccc(N2CC(C(=O)N[C@@H](C)C(=O)NC(C)c3ccccc3)CC2=O)cc1 (stereo not given in full) ?
AHR act: 1; core dimer inh: -7; TPT1 inhibitor: -2; CTSL1 counter: 6; PAFAH2 FP inh: -2; procasp7 counter: 3; PP5 inh: -0.8; PP1 counter: 0; proCasp3 act: 4

What do the screens show for `CN(CCOc1ccc(Br)cc1)C(=O)CNC(=O)c1ccc2ccccc2c1`?
AHR act: 7; core dimer inh: -13; TPT1 inhibitor: -1; CTSL1 counter: 6; PAFAH2 FP inh: -2; procasp7 counter: 6; PP5 inh: 4.2; PP1 counter: -1; proCasp3 act: -1

Results for CCN1CCC2(CC1)C(C#N)=C(N)Oc1c2sc2nc(C)cc(C)c12 ?
AHR act: 63*; core dimer inh: -2; TPT1 inhibitor: 64*; CTSL1 counter: 3; PAFAH2 FP inh: 10; procasp7 counter: -11; PP5 inh: 2.1; PP1 counter: -2; proCasp3 act: -14

What do the screens show for `CCN1C(=O)c2cccc3c(S(=O)(=O)N(C(=O)c4ccncc4)c4ccc(OC)cc4)ccc1c23`?
AHR act: 8; core dimer inh: -6; TPT1 inhibitor: 1; CTSL1 counter: 7; PAFAH2 FP inh: -2; procasp7 counter: -7; PP5 inh: -3.6; PP1 counter: 5; proCasp3 act: -1

What do the screens show for `COc1ccc(N(CC(=O)NC2CCCC2)C(=O)Cn2nnc(-c3ccc(C)cc3)n2)cc1OC`?
AHR act: -2; core dimer inh: -1; TPT1 inhibitor: 6; CTSL1 counter: -2; PAFAH2 FP inh: -7; procasp7 counter: -5; PP5 inh: 1.8; PP1 counter: 0; proCasp3 act: 3

What do the screens show for `CC(=O)Nc1cc2c(cc1NC(=O)Cn1nc(-c3ccccc3F)ccc1=O)OCCO2`?
AHR act: 2; core dimer inh: -1; TPT1 inhibitor: -1; CTSL1 counter: -2; PAFAH2 FP inh: -5; procasp7 counter: 5; PP5 inh: 3.3; PP1 counter: -1; proCasp3 act: -1

Results for CC1(C)CC(=O)C2=C(C1)OC(N)=C(C#N)C2c1cc2c(cc1[N+](=O)[O-])OCO2 (stereo not given) ?
AHR act: 16; core dimer inh: -5; TPT1 inhibitor: -62; CTSL1 counter: -4; PAFAH2 FP inh: 9; procasp7 counter: -8; PP5 inh: 2.9; PP1 counter: 1; proCasp3 act: -3

Results for COc1ccc2cc(C)c3nnc(SCc4cccnc4)n3c2c1 ?
AHR act: 29; core dimer inh: -3; TPT1 inhibitor: 1; CTSL1 counter: 1; PAFAH2 FP inh: 13; procasp7 counter: -2; PP5 inh: 0.3; PP1 counter: -2; proCasp3 act: 13

Results for O=C(Cc1cccc2ccccc12)Nc1ccc(O)cc1C(=O)O ?
AHR act: 1; core dimer inh: -6; TPT1 inhibitor: -2; CTSL1 counter: 0; PAFAH2 FP inh: 25; procasp7 counter: -5; PP5 inh: 1.1; PP1 counter: -1; proCasp3 act: -1

Results for COc1ccc(CNC(=O)c2ccc(Br)s2)cc1OC ?
AHR act: 3; core dimer inh: -10; TPT1 inhibitor: -1; CTSL1 counter: 1; PAFAH2 FP inh: -1; procasp7 counter: 5; PP5 inh: 0.2; PP1 counter: -1; proCasp3 act: -2

What do the screens show for `COc1cc(NC(=O)COC(=O)CC2CC3CCC2C3)cc(OC)c1` (stereo not given)?
AHR act: 0; PAFAH2 FP inh: 12; procasp7 counter: 0; proCasp3 act: 4

How did COCCCn1c(SCC(=O)Nc2nnc(C)s2)nnc1-c1ccoc1C do in these assays?
AHR act: 0; core dimer inh: 0; TPT1 inhibitor: -4; CTSL1 counter: 1; PAFAH2 FP inh: 6; procasp7 counter: -9; PP5 inh: 0.0; PP1 counter: -2; proCasp3 act: 1

How did CCOc1cc(N2CCOCC2)c(OCC)cc1NC(=O)COC(=O)c1cc2ccccc2cc1O do in these assays?
AHR act: 2; core dimer inh: -1; TPT1 inhibitor: -1; CTSL1 counter: 58*; PAFAH2 FP inh: -3; procasp7 counter: 4; PP5 inh: -0.3; PP1 counter: 1; proCasp3 act: 1

What do the screens show for `CCCOc1ccc(C2C(C(=O)c3cc4ccccc4o3)=C(O)C(=O)N2c2cc(C)on2)cc1` (stereo not given)?
AHR act: 0; core dimer inh: -4; TPT1 inhibitor: 2; CTSL1 counter: 4; PAFAH2 FP inh: -4; procasp7 counter: 11; PP5 inh: 0.7; PP1 counter: 27*; proCasp3 act: -11

How did Cc1ccc(NC(=O)C2CCN(S(=O)(=O)c3cc([N+](=O)[O-])ccc3Cl)CC2)nc1 do in these assays?
AHR act: 2; PAFAH2 FP inh: 3; procasp7 counter: 2; proCasp3 act: 8

What do the screens show for `O=C(CN1C(=O)c2ccccc2C1=O)N1CCCCC1`?
AHR act: -1; core dimer inh: 4; TPT1 inhibitor: -6; CTSL1 counter: -1; PAFAH2 FP inh: 1; procasp7 counter: -2; PP5 inh: 1.0; PP1 counter: -2; proCasp3 act: 6

How did O=C(CCc1ccc(S(=O)(=O)NCc2ccccc2)cc1)NCC1CCCO1 (stereo not given) do in these assays?
AHR act: -2; core dimer inh: -3; TPT1 inhibitor: 2; CTSL1 counter: 2; PAFAH2 FP inh: -4; procasp7 counter: 10; PP5 inh: -1.5; PP1 counter: -4; proCasp3 act: 11

Results for COc1ccc(-c2csc3nc(-c4ccccc4F)oc(=O)c23)cc1OC ?
AHR act: -6; core dimer inh: 22; TPT1 inhibitor: -2; CTSL1 counter: 4; PAFAH2 FP inh: -4; procasp7 counter: -5; PP5 inh: 3.9; PP1 counter: -1; proCasp3 act: -13

Results for COCCSc1nnc(NS(=O)(=O)Cc2ccccc2)s1 ?
AHR act: 1; core dimer inh: 4; TPT1 inhibitor: 3; CTSL1 counter: -1; PAFAH2 FP inh: -3; procasp7 counter: -10; PP5 inh: 1.5; PP1 counter: -1; proCasp3 act: 15

What do the screens show for `N#CC1=C(N)OC2=C(CC/C2=C\c2ccc(F)cc2)C1c1ccc(F)cc1` (stereo not given)?
AHR act: 4; core dimer inh: 52*; TPT1 inhibitor: 103*; CTSL1 counter: -1; procasp7 counter: -22; PP5 inh: -2.1; PP1 counter: 1; proCasp3 act: -13

High-throughput results: PubChem, The Scripps Research Institute Molecular Screening Center
